TEAD-YAP inh: TEAD-YAP interaction inhibition; HEK-TIYL cells, TEAD-Gal4/YAP UAS-luciferase luminescence; inhibition, % at 9.12 µM; 640,000 tested, 1.4% active; in the data active = inhibition above about 32%;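 note: 0% = median of test compound wells and 100% = reference inhibitor wells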
GPR151 ag: activators of human GPR151; activation, % at 11.2 µM; 650,000 tested, 1% active; PathHunter beta-arrestin GPR151 cells, luminescence; AID 1508602; in the data active = activation above about 4.9%;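 note: 0% = median of compound wells and 100% = cells with positive control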
Target sequence (Q8TDV0 whole entry, looked up): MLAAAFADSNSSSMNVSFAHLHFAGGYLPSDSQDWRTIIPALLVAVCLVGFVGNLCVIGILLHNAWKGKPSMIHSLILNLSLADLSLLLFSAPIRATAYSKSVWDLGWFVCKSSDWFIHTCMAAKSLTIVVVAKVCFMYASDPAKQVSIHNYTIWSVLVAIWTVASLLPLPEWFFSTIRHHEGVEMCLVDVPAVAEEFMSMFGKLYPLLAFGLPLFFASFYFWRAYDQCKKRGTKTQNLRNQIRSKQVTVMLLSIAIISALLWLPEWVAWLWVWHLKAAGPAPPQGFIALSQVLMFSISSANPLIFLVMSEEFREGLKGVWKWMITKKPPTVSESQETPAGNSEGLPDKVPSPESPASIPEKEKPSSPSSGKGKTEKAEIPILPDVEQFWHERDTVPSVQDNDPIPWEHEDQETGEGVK
FBW7 activator: activators of human E3 ligase FBW7 | Q969H0 | AlphaScreen FBW7–phospho-cyclin E peptide binding, activator screen | normalized activity (activation), % at 26.1 µM | 650,000 tested, 0.13% active | AID 1259310; in the data active = normalized activity above about 1.9%;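 note: purified mutant Fbw7 with reduced substrate affinity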
MITF inh: human MITF inhibition, primary screen; AlphaScreen MITF homodimerization, bead proximity signal; inhibition, % at 2.6 µM; 650,000 tested, 0.91% active; AID 1259374; in the data active = inhibition above about 50%;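 note: 0% = vehicle wells with protein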
Target sequence (O75030 whole entry, looked up): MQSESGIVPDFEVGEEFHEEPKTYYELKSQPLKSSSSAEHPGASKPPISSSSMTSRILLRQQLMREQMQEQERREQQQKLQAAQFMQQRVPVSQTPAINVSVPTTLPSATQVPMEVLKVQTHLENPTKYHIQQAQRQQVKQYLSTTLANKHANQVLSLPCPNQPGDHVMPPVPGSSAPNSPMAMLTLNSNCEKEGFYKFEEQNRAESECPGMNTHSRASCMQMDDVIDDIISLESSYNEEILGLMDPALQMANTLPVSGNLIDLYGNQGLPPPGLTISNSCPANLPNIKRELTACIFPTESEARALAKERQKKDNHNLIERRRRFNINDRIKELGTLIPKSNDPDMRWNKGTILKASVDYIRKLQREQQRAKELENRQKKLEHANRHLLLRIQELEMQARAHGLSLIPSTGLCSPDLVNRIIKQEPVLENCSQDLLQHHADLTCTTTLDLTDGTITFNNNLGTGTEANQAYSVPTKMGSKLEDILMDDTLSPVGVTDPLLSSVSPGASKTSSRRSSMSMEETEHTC
* = called active by the depositor; . = not tested or not shown.

#	SMILES	TEAD-YAP inh	GPR151 ag	FBW7 activator	MITF inh
1	COc1ccc(-c2cc3ccccn3c2C)cc1OC	17	0.4	-0.1	-1
2	CCOC(=O)c1ccccc1NC(=O)C1CC(=O)N(c2ccc(F)cc2)C1 (stereo unspecified)	3	2.9	-0.2	-13
3	CC1CCCN(c2ccc(C(=O)NC(C)(C)C)cc2[N+](=O)[O-])C1 (stereo unspecified)	-13	-0.3	0.2	13
4	OC1CCN(Cc2ccccc2C(F)(F)F)CC1	6	0.5	0.1	40
5	COc1ccc(CN2CCN(C3CCOCC3)CC2CCO)c(C)c1C (stereo unspecified)	3	1.8	0.1	8
6	CC(C)n1cc(C(=O)N2CCC(CO)(Cc3cccc(C(F)(F)F)c3)CC2)cn1	7	0.6	0.1	14
7	O=C(Nc1nc(-c2ccc(S(=O)(=O)N3CCCCCC3)cc2)cs1)c1cccs1	-1	-0.3	-0.1	5
8	COc1cc(N=Nn2cnnc2)cc([N+](=O)[O-])c1O	5	0.3	-0.1	-5
9	O=C(NC1CCCC1)c1ccccc1Cl	-5	1.1	0.0	-4
10	O=C(CN1CCN(c2ccccn2)CC1)NC1CCCCC1	-10	-0.9	0.0	-2
11	O=C(NCC1CCCN1S(=O)(=O)c1cccs1)C(=O)Nc1ccccc1F (stereo unspecified)	-18	-1.3	-0.2	3
12	COc1cc(C2C(C#N)=C(N)N(c3ccccc3C(F)(F)F)C3=C2C(=O)CCC3)cc(OC)c1OC (stereo unspecified)	7	1.8	0.0	-20
13	CC(C)(C)c1ccc(-c2nc3ccccc3c(=O)n2NC(=O)c2cc(-c3ccccc3)nc3ccccc23)cc1	-8	-0.2	0.0	-8
14	COc1ccc(CN(c2ccc3c4c(cccc24)CC3)S(C)(=O)=O)cc1[N+](=O)[O-]	1	-1.0	0.7	13
15	Clc1cnc(N2CCN(c3ccccc3)CC2)c(Cl)c1	-5	1.3	0.1	13
16	Cc1ccc(-n2[nH]c(C)c(C=Nc3ccccc3)c2=O)cc1C	0	-3.9	0.0	10
17	CCOC(=O)c1cccc(NC(=O)CCc2nnc3ccc(N4CCN(C)CC4)nn23)c1	-1	-0.5	0.2	10
18	O=C(CN(Cc1ccc(Br)cc1)S(=O)(=O)c1ccccc1)N1CCCCCC1	6	1.3	-0.1	-2
19	Cc1ccc(Cl)c2sc(N3CCN(C(=O)C4=COCCO4)CC3)nc12	6	-0.4	-0.2	-3
20	CCOc1ccc(C(CC(=O)O)NC(=O)C2c3ccccc3Oc3ccccc32)cc1 (stereo unspecified)	1	-0.8	0.1	4
21	Cc1occc1C(=O)NC1CCCCCC1	1	2.3	0.8	22
22	O=C(Nc1ccc(Oc2ccc(Cl)c3ccccc23)c(Cl)c1)c1cc(Br)cc(Br)c1O	6	1.2	0.2	7
23	O=c1c2sccc2nc(SCc2ccccc2)n1C1CCCCC1	-2	-0.2	0.1	6
24	CCCCN(Cc1ccccc1)C(=O)c1cc2c(=O)n3ccccc3nc2n1C	-12	0.4	1.1	-15
25	O=C1OC(c2ccccc2)=N/C1=C\c1ccccc1[N+](=O)[O-]	8	0.9	0.1	18
26	Cc1cc(Cl)ccc1OCC(O)CNCCc1ccc(S(N)(=O)=O)cc1 (stereo unspecified)	2	-0.3	-0.2	-9
27	C[C@@H](O)[C@@H]1NC(=O)[C@@H]2C[C@H](NC(=O)c3ccc(F)c(C(F)(F)F)c3)CN2C1=O	-6	0.9	0.0	-13
28	COc1ccc(OC)c(NC(=O)C(=O)NCc2ccc3c(c2)OCO3)c1	-9	-1.2	-0.2	17
29	O=C(NCCCN1CCOCC1)c1ccc(S(=O)(=O)c2ccccc2Cl)c([N+](=O)[O-])c1	5	0.8	0.1	4
30	COc1ccc(Br)cc1C1N=C(c2ccc3c(c2)OCO3)CC(c2ccccc2O)N1 (stereo unspecified)	-61	-2.0	-0.1	-7
31	COC(=O)c1ccc(C(=O)OC)c(NC(=O)Nc2cccc(C(C)=O)c2)c1	4	-1.6	0.0	0
32	CCn1c2ccccc2c2nnc(SCC(=O)OCC(=O)NCc3ccco3)nc21	-11	1.0	0.7	17
33	COc1cccc(-n2nc(C(=O)N3CCOCC3)c3ccccc3c2=O)c1	-16	2.5	0.3	9
34	Cc1csc(NC(=O)C2CC3CCC2C3)n1 (stereo unspecified)	-48	4.0	0.0	0
35	Cc1noc(C)c1COC(=O)C1CC(O)CN1S(=O)(=O)c1ccc(Cl)cc1 (stereo unspecified)	1	-0.6	-0.3	-5
36	CCC1CN(CC(=O)NC2CCc3ccccc32)Cc2cc(OC)ccc2O1 (stereo unspecified)	-9	0.4	0.0	15
37	Cn1ccnc1SCCNC(=O)CC1C(=O)NCCN1CCc1ccccc1 (stereo unspecified)	4	0.7	-0.1	0
38	Cc1c(C(=O)O)sc2nc(-c3ccccc3)cn12	-9	-4.7	-0.1	13
39	CC(=O)Oc1ccc2ccccc2c1/C=C1\N=C2CCCCCN2C1=O	-52	-0.4	0.3	0
40	CC1(C)CC(=O)C2=C(C1)N1C(=O)NC(c3ccccc3)(C(F)(F)F)N=C1S2 (stereo unspecified)	-6	2.0	0.0	-5
41	O=C(CCc1nnc(-c2ccsc2)o1)NCCc1cccc(Cl)c1	-16	-1.2	0.1	-14
42	CCCN(CCC)Cc1c(C(=O)N/N=C/c2ccc(C)cc2)nnn1-c1nonc1N	-6	0.8	0.1	-10
43	Cc1ccccc1N1C(=O)N(c2ccccc2)C2CS(=O)(=O)CC21 (stereo unspecified)	-12	-0.5	0.9	8
44	CCCCSC1=C(C#N)C(=O)NC(c2ccc(OC)cc2OC)S1 (stereo unspecified)	3	-1.6	0.1	10
45	O=S(=O)(c1ncn[nH]1)N1CCOCC1	-2	-1.4	-0.4	1
46	COc1cccc(NC(=O)Cn2c(=O)n(-c3ccc(F)cc3)c(=O)c3sccc32)c1	-12	1.0	0.1	-14
47	COc1ccccc1NC(=O)c1c(NC(=O)CCC(=O)O)sc2c1CCC2	-5	-0.8	-0.2	4
48	[O-][N+]1=C2CCC/C(=N\O)C2(O)C2CCCCC21N1CCOCC1 (stereo unspecified)	9	1.1	0.0	16
49	CC(C)c1ccc(NC(=O)Nc2ccccc2)cc1	-84	0.5	0.1	-4
50	CCn1cc2c(n1)-c1c(oc(C(=O)Nc3ccc(C(C)=O)cc3)c1C)CC2	5	-0.1	-0.1	3

Compounds 37–47, quoted:
#	SMILES	TEAD-YAP inh	GPR151 ag	FBW7 activator	MITF inh
37	Cn1ccnc1SCCNC(=O)CC1C(=O)NCCN1CCc1ccccc1 (stereo unspecified)	4	0.7	-0.1	0
38	Cc1c(C(=O)O)sc2nc(-c3ccccc3)cn12	-9	-4.7	-0.1	13
39	CC(=O)Oc1ccc2ccccc2c1/C=C1\N=C2CCCCCN2C1=O	-52	-0.4	0.3	0
40	CC1(C)CC(=O)C2=C(C1)N1C(=O)NC(c3ccccc3)(C(F)(F)F)N=C1S2 (stereo unspecified)	-6	2.0	0.0	-5
41	O=C(CCc1nnc(-c2ccsc2)o1)NCCc1cccc(Cl)c1	-16	-1.2	0.1	-14
42	CCCN(CCC)Cc1c(C(=O)N/N=C/c2ccc(C)cc2)nnn1-c1nonc1N	-6	0.8	0.1	-10
43	Cc1ccccc1N1C(=O)N(c2ccccc2)C2CS(=O)(=O)CC21 (stereo unspecified)	-12	-0.5	0.9	8
44	CCCCSC1=C(C#N)C(=O)NC(c2ccc(OC)cc2OC)S1 (stereo unspecified)	3	-1.6	0.1	10
45	O=S(=O)(c1ncn[nH]1)N1CCOCC1	-2	-1.4	-0.4	1
46	COc1cccc(NC(=O)Cn2c(=O)n(-c3ccc(F)cc3)c(=O)c3sccc32)c1	-12	1.0	0.1	-14
47	COc1ccccc1NC(=O)c1c(NC(=O)CCC(=O)O)sc2c1CCC2	-5	-0.8	-0.2	4

Following part.
#	SMILES	TEAD-YAP inh	GPR151 ag	FBW7 activator	MITF inh
51	CCCCNC(=O)C(CC)Sc1nc2nc(C)c(Cc3cccc(Cl)c3)c(C)n2n1 (stereo unspecified)	-2	-0.5	0.3	-1
52	O=C(Cc1c(C(=O)O)[nH]c2ccc(Cl)cc12)NCC1COc2ccccc2O1 (stereo unspecified)	3	0.5	0.1	-2
53	CC1(C(=O)O)Sc2[nH]c(=O)sc2C2c3ccccc3OC(=O)C21 (stereo unspecified)	1	1.3	0.1	-10
54	CN(C)/C=N/c1ncc(C(=O)c2c[nH]c(C=O)c2)s1	-14	-1.8	0.1	4
55	CC(=O)Oc1ccc2c(C)c(Cc3ccccc3)c(=O)oc2c1	-8	1.2	0.2	-3
56	COc1ccc(Cl)cc1NS(=O)(=O)c1ccc2[nH]c(=O)c(=O)[nH]c2c1	12	0.3	0.2	13
57	Cc1nc(-c2ccc(NC(=O)c3ccc([N+](=O)[O-])cc3Cl)cc2)cs1	1	-0.6	0.0	8
58	O=C1Nc2ccc(F)cc2/C1=N/n1cnc2c(cnn2-c2ccccc2)c1=O	-17	1.2	0.1	2
59	CCOC(=O)C(C)Oc1ccc2cc(-c3ccc(OC)cc3)c(=O)oc2c1 (stereo unspecified)	9	-0.4	0.8	-10
60	CC(=O)Nc1ccc(Nc2nc(Nc3ncccn3)nc3c2ncn3C(C)C)cc1	17	1.3	-0.1	13
61	N#Cc1cc2cc3c(cc2nc1N1CCCN(C(=O)Nc2ccccc2Cl)CC1)OCO3	-9	-0.4	0.1	-32
62	COc1ccc(/C=C/C(=O)OCC(=O)NC(=O)NC(C)(C)C)cc1	0	1.9	0.0	1
63	CCn1c(=O)c2c(nc3n(-c4ccccc4C)c(C)cn23)n(C)c1=O	7	1.0	0.1	27
64	Cc1ccc(-n2ncc3c(=O)n(CC(=O)Nc4ccccc4C)cnc32)c(C)c1	2	-1.3	0.1	-11
65	CCc1ccc2c(-c3cccc(Cl)c3)nc(=O)n(CC)c2n1	.	1.9	0.5	1
66	CCCn1cnc2sc(C(=O)N3CCN(c4ccc(OC)cc4)CC3)c(C)c2c1=O	7	2.8	-0.1	10
67	CCn1cc(CNC(=O)/C=C/c2ccc([N+](=O)[O-])cc2)cn1	1	1.3	-0.1	-2
68	COc1cc(C(=O)Nc2ccc(F)c(Cl)c2)c([N+](=O)[O-])cc1OC	-3	0.9	0.1	-5
69	CCOC(=O)C1=C(C)N=c2s/c(=C\c3ccc(OCc4cccc5ccccc45)cc3)c(=O)n2C1c1ccccc1 (stereo unspecified)	-18	-0.5	0.0	-9
70	Cc1ccc(/C=C/C(=O)NC2CCCCCCC2)o1	-16	0.1	0.3	7

Full records from above.
O=S(=O)(c1ncn[nH]1)N1CCOCC1 across the screens: TEAD-YAP inh = -2; GPR151 ag = -1.4; FBW7 activator = -0.4; MITF inh = 1
Cc1ccc(/C=C/C(=O)NC2CCCCCCC2)o1 across the screens: TEAD-YAP inh = -16; GPR151 ag = 0.1; FBW7 activator = 0.3; MITF inh = 7

Additional records:
#	SMILES	TEAD-YAP inh	GPR151 ag	FBW7 activator	MITF inh
71	CN1CCN(C2CC(=O)N(N(C)C)C2=O)CC1 (stereo unspecified)	2	0.4	0.1	-6
72	O=C(/C=C/c1ccccc1)N1CCC(N2CCC(C(=O)N3CCCC3)CC2)CC1	10	-1.1	0.2	2
73	CCOC(=O)c1sc(=NC(=O)c2ccc(S(=O)(=O)N3CCc4ccccc43)cc2)n(C)c1C	2	-0.2	0.0	-7
74	CCCCOc1ccc(C(=O)Nc2c3c(nn2-c2ccccc2C)CS(=O)C3)cc1 (stereo unspecified)	6	-0.1	-0.2	0
75	Cc1c(C(=O)N2C(=O)c3cccc(N)c3C2=O)cccc1[N+](=O)[O-]	-3	1.5	0.2	8
76	COc1ccc(-c2cc(C(=O)NC(C)c3ccccc3)c3ccccc3n2)cc1OC (stereo unspecified)	-10	-0.3	0.0	-6
77	Fc1cccc(CSc2ccc(-c3cccnc3)nn2)c1	-35	0.2	-0.1	1
78	Cc1cc(Cl)c(S(=O)(=O)N2CCCCC2)cc1OCC(N)=O	2	-1.6	0.0	-4
79	CCCC(=O)NCC1Cc2cc(F)cc(-c3ccc(C(C)=O)s3)c2O1 (stereo unspecified)	0	0.3	0.3	18
80	Cc1ccc(-n2c(C)cc(C(=O)CSc3nnc4cc(C)c5ccccc5n34)c2C)cc1	-2	-1.6	0.0	10
81	O=C1N[C@@H](CO)C(=O)N2C[C@@H](NCc3cnn(-c4cccc(F)c4)c3)C[C@@H]12	10	-1.2	0.5	17
82	O=C(Cn1c(=O)oc2cc(S(=O)(=O)NCc3ccccc3)ccc21)NC1CCCCC1	0	-1.5	0.2	15
83	CCOC(=O)C1=C(C)N=c2s/c(=C/c3cc(OC)c(OCc4ccccc4)c([N+](=O)[O-])c3)c(=O)n2C1c1ccccc1 (stereo unspecified)	0	0.2	0.0	-3
84	CCOc1cc(/C=C2/C(=O)NC(=O)N(c3ccccc3C)C2=O)ccc1OC(C)C(=O)O (stereo unspecified)	4	1.1	-0.2	0
85	O=C1C(=O)N(CCCn2ccnc2)C(c2ccco2)/C1=C(/O)c1ccc(Cl)cc1 (stereo unspecified)	0	0.7	-0.1	-7
86	CC1CN(C(=O)c2ccccc2F)C(C)CN1C(=O)c1ccccc1F (stereo unspecified)	13	1.7	-0.2	5
87	Cn1ncc(Cl)c1C(=O)Nc1ccc2nc(-c3ccccc3)[nH]c2c1	-30	1.8	-0.1	-2
88	CCCCCC1OCC2(CO1)C(C)C=C(C)CC2C (stereo unspecified)	-5	0.2	0.1	16
89	COc1ccc(/C=C/C2=NN(c3ccccc3)C(c3ccc(OC)cc3)C2)cc1 (stereo unspecified)	-7	-0.3	0.3	12

Assay outcomes deposited in PubChem by The Scripps Research Institute Molecular Screening Center.
